Tau fluor cs = counter-screen for tau fibril formation inhibitors. Potency, µM (highest dose often 57.7 µM), for the others: at the top dose activity change, negative = decrease. tau K18 P301L Alexa594 fluorescence, heparin fibrillization. 280,000 tested, 0.93% active. AID 1463; further: on the % scale 0 is the no-effect control and ±100 the full control effect; nearly all actives have a fitted effect of over 55% in size
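Human tau K18 P301L (15 uM unlabeled, 0.24 uM Alexa 594-labeled) in 100 mM sodium acetate pH 7 with 20 uM heparin, 6 hr at 37 C. ThT 30 uM added, 1 hr ambient; Alexa 594 FP and total fluorescence read at 555/632 nm.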
RECQ1 inh = blocks DNA unwinding by human RECQ1 | 240,000 tested, 0.54% active | AID 2549 | RECQ1 DNA unwinding, red fluorescence kinetic read | Potency, µM (titrated, usually from 57.3 µM), for the others: top-dose activity, negative = inhibition, hits mostly inhibitors;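 further: plate controls were vehicle for no effect and no enzyme for full effect; nearly all actives have a fitted effect of over 30% in size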
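50 nM RECQ1T1 preincubated 15 min with compound in Tris pH 8.0 buffer with MgCl2, DTT, Tween-20 and 2.5 ug/ml poly(dI-dC); started with 200 nM TAMRA/BHQ-2 forked duplex and 2 mM ATP. Unwinding read as fluorescence (525/598 nm), two reads 2 h apart.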
L3MBTL1 block = L3MBTL1 (human) inhibition; AlphaScreen L3MBTL1–H3K9me1 peptide binding; 230,000 tested, 0.66% active; Potency, µM (highest dose often 57.1 µM), for inactives: top-dose activity, negative = inhibition, most hits filed as inhibitors; Q9Y468; further: on the % scale 0 is the no-effect control and ±100 the full control effect; nearly all actives have a fitted effect of over 60% in size
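Read-out is AlphaScreen signal from streptavidin donor and nickel chelate acceptor beads (10 ug/mL final each) bridging L3MBTL1 (50 nM) and biotinylated K9-monomethylated H3(1-15) peptide (75 nM), after 30 min compound exposure at room temperature.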
Tau fibril ThT = tau fibrillization inhibition (ThT binding) | Potency, µM (highest dose often 57.4 µM), inactives show at the highest dose activity, negative = inhibition, hits mostly inhibitors | 270,000 tested, 2.1% active | P10636 | recombinant tau K18 P301L (four-repeat tau fragment), heparin-induced fibrillization, ThT fluorescence; further: on the % scale 0 is the no-effect control and ±100 the full control effect; nearly all actives have a fitted effect of over 55% in size
Target sequence (P10636 561-689 P618L limits assumed): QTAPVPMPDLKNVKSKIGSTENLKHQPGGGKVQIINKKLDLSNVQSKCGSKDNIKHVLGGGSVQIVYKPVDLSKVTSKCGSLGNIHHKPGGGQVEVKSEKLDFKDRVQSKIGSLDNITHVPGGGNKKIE
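Heparin-induced fibrillization of the P301L-mutant K18 repeat-domain fragment of human tau was followed by ThT binding in quantitative high-throughput format.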
Tau FP inhib = inhibitors of human tau fibril formation; P10636; K18 P301L tau heparin fibrillization, Alexa594 FP, 6 h; Potency, µM (titrated, usually from 57.7 µM), inactives show at the top dose activity, negative = inhibition, hits mostly inhibitors; 280,000 tested, 0.39% active; AID 1468; further: on the % scale 0 is the no-effect control and ±100 the full control effect; nearly all actives have a fitted effect of over 55% in size
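K18 P301L tau (15 uM unlabeled/0.24 uM Alexa 594-labeled, final) + compound + heparin 20 uM final; 100 mM NaOAc pH 7; 6 hr 37 C; ThT 30 uM final added, 1 hr RT; FP ex 555/em 632 nm.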
TexasRed fluor = Texas Red fluorescence interference in TRb-SRC2 counter-screen; TRb/SRC2 Texas Red total fluorescence interference; Potency, µM (highest dose often 106 µM), for the others: at the top dose fluorescence change, negative = quenching; 280,000 tested, 0.29% active; AID 1479; active means well fitted curve in either direction with a large enough effect; inconclusive means small, poorly fitted or top-dose-only effect; further: on the % scale 0 is the no-effect control and ±100 the full control effect
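Human TRb ligand-binding domain at 0.6 uM with 20 nM Texas Red SRC2 peptide in Tris buffer containing 1 uM T3 and 5% DMSO, incubated with compound 5 h at ambient temperature. Total fluorescence (555/632 nm) calculated as parallel + 2 × perpendicular.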
TRb SRC2 PPI = inhibitors of human thyroid hormone receptor beta-SRC2 interaction; P10828; TRbeta-SRC2 peptide binding, fluorescence polarization; receptor liganded with 1 µM T3; Potency, µM (highest dose often 106 µM), for the others: at the top dose activity change, negative = inhibition, usual class: inhibitors; 280,000 tested, 0.065% active;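 further: plate controls were bound peptide for no effect and peptide without receptor for full effect; nearly all actives have a fitted effect of over 50% in size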
Target sequence (P10828 whole entry, looked up): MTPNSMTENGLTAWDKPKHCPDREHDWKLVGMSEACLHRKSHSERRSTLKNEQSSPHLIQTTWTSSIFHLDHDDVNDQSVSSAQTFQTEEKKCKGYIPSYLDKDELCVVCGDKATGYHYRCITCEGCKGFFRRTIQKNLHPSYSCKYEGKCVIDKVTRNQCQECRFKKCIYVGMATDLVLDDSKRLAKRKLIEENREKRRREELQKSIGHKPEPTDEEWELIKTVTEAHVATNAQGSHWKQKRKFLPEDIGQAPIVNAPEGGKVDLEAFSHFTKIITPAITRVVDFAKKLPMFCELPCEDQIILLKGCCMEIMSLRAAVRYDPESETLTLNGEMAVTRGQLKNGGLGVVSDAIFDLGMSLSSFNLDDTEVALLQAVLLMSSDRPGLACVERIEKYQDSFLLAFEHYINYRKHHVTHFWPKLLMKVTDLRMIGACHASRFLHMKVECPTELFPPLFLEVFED
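Each compound concentration gave % activity, normalized to unbound and bound Texas Red SRC2 controls, from polarization read after 5 hr ambient incubation with T3-loaded human TRb LBD.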
HTT cytoprotect = protects HTT-Q103 PC12 cells, measured by ATP; Potency, µM (top dose mostly 56.4 µM), inactives show cytoprotection (ATP increase), actives largely listed as activators; PC12 HTT-Q103 induced, cytoprotection, ATP luminescence, 40 h; 230,000 tested, 0.14% active;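 further: % of control where 0% means no effect; nearly all actives have a fitted effect of over 45% in size; toxic huntingtin expression switched on by the ecdysone agonist tebufenozide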
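PC12 cells stably carrying ecdysone-inducible Htt exon 1 (Q103)–GFP were induced with 100 nM tebufenozide (final) alongside library compounds in a dose series. Cytoprotection was scored as retained ATP by ATPlite luminescence.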
The depositor's hits bear a star; i = inactive; ? = inconclusive; / = no result given; [ ] = remark or other dose. Unless noted, the call rests on the fitted dose curve; in most records, active means well fitted curve in the direction sought with a large enough effect; inconclusive means small, poorly fitted or top-dose-only effect, or another doubt; inactive means no such curve, though single readings can be large; an effect the other way counts as inactive or inconclusive. Potency means the concentration at half of the fitted maximal effect.

SMILES,Tau fluor cs,RECQ1 inh,L3MBTL1 block,Tau fibril ThT,Tau FP inhib,TexasRed fluor,TRb SRC2 PPI,HTT cytoprotect
NS(=O)(=O)c1cc(Cl)c(Cl)c(S(N)(=O)=O)c1,/,i,-7%,/,/,-1%[53 µM],2%[53 µM],-7%[40.3 µM]
CCOP(=O)(c1ccccc1)C1(O)CCCCC1 (centres undefined),0%,i,/,4%,1%,1%,0%,-4%
CN1C(=O)[C@@H]2[C@@H]3C[C@@H]([C@H]4ON=C(c5ccc(Cl)cc5)[C@@H]34)[C@@H]2C1=O,-2%,1%,6%,3%,-4%,5%,7%,15%[10 µM]
CC(C)OCCCNCc1cccs1,2%,-8%,5%,1%,0%,1%,0%,4%
O=C(O)Cc1c(-c2ccccc2Cl)c2cc(Br)ccc2[nH]c1=O,-3%,-27%,9%,-2%,-1%,-2%,2%,13%[10 µM]
COc1ccc(OC)c(/C(O)=C/C(=O)C(=O)Nc2ccccc2OC)c1,-8%,-4%,/,?,6%,-1%,-8%,1%
Nc1nc(SCC(=O)Nc2ccccc2)nc2nc3c(cc12)CCCC3,-23%,i,-7%,?,-2%,-2%,-1%,/
CN(C(=S)NC(=O)c1ccccc1)c1c(N)n(Cc2ccccc2)c(=O)[nH]c1=O,2%,17%,/,-6%,0%,-1%,-3%,-14%[10 µM]
COc1ccc(CCNC(=O)CSc2nc(N)c3c(C)c(C)oc3n2)cc1OC,-14%,12%,?,-8%,0%,-2%,8%,-8%
Cc1ccc(CN2CCN(C/C=C/c3ccc(F)cc3)CC2CCO)o1 (centres undefined),-5%,4%,-9%,-4%,-1%,-2%,2%,-25%[10 µM]
CCCCNC(=O)NC(C(=O)OC)C12CC3CC(CC(C3)C1)C2 (centres undefined),-15%,-2%,/,-11%,1%,-5%,-8%,-35%[inhibitor]
c1ccc2oc(SCc3cn4ccccc4n3)nc2c1,-1%,-19%,0%[11.4 µM],?,-1%,-5%,3%,-28%
CCCCCCOc1ccc(N2C(=O)CC(N3CCN(C(=O)c4ccco4)CC3)C2=O)cc1 (centres undefined),-3%,-1%,-10%,-13%,?,1%,-16%,-7%
Cn1c(CSCc2ccc(Cl)c(Cl)c2)nnc1SCC(=O)Nc1nccs1,0%,-1%,22%[11.4 µM],6%,-10%,-2%,-15%,-1%
Cc1ccc(-c2nc3ccccc3s2)cc1NC(=O)c1cc(-n2cnnc2)ccc1Cl,-11%,-11%,6%,-11%,-5%,-2%,-11%,-10%
CC1Cc2ccccc2N1S(=O)(=O)c1cccc(C(=O)Nc2cccnc2)c1 (centres undefined),-30%,-22%,/,/,?,1%,7%,-10%[10 µM]
CCOC(=O)CC(NC(=O)c1ccccc1F)c1ccc(C)cc1 (centres undefined),1%,-7%,29%,-5%,13%,-2%,1%,?
O=C(Nc1cccc2ccccc12)N1CCN(Cc2ccc3c(c2)OCO3)CC1,-1%,i,/,-5%,2%,0%,-1%,-15%
Cc1c(C(O)CN2CCC(C(N)=O)CC2)c2ccccc2n1C (centres undefined),-13%,2%,-2%,?,4%,-2%,-20%,1%[0.04 µM]
O=C(COC(=O)CCc1ccc(S(=O)(=O)N2CCOCC2)cc1)NCc1ccccc1,-9%,i,/,-6%,-9%,1%,7%,?
CCOc1cccc(NC(=O)CSc2ncc(-c3ccccc3)[nH]2)c1,?,/,/,?,1%,0%,5%,/
O=C(CC(c1ccccc1)c1ccccc1)Nc1ccc2c(c1)OCCO2,?,-11%,-6%,-12%,5%,-4%,-3%,-20%
Cc1ccc([N+](=O)[O-])cc1NC(=S)NC(=O)CC(C)(C)C,-15%,-10%,-7%,2%,-1%,-2%,3%,7%
Cn1cnnc1SCc1ccc(C#N)cc1Cl,-1%,11%,1%,-2%,2%,-2%,6%,7%[10 µM]

3 records picked at random from those above, as already listed:
SMILES,Tau fluor cs,RECQ1 inh,L3MBTL1 block,Tau fibril ThT,Tau FP inhib,TexasRed fluor,TRb SRC2 PPI,HTT cytoprotect
Cc1ccc([N+](=O)[O-])cc1NC(=S)NC(=O)CC(C)(C)C,-15%,-10%,-7%,2%,-1%,-2%,3%,7%
Cc1ccc(-c2nc3ccccc3s2)cc1NC(=O)c1cc(-n2cnnc2)ccc1Cl,-11%,-11%,6%,-11%,-5%,-2%,-11%,-10%
CC1Cc2ccccc2N1S(=O)(=O)c1cccc(C(=O)Nc2cccnc2)c1 (centres undefined),-30%,-22%,/,/,?,1%,7%,-10%[10 µM]

(listing goes on)
SMILES,Tau fluor cs,RECQ1 inh,L3MBTL1 block,Tau fibril ThT,Tau FP inhib,TexasRed fluor,TRb SRC2 PPI,HTT cytoprotect
Cc1cccc(Nc2ncnc(N)n2)c1,15%,i,2%,10%,0%,3%,-1%,23%[10 µM]
CCCn1c(-c2cccc([N+](=O)[O-])c2)nc2c1c(=O)[nH]c(=O)n2Cc1ccccc1,-12%,-3%,-2%,?,11%,7%,2%,5%[1.9 µM]
C=CCOC(=O)c1cc(-c2ccc(/C=C3\C(=O)NC(=O)C(C#N)=C3C)o2)ccc1Cl,?,?,/,?,-17%,-12%,12%,5%
CCCCn1c(-c2nonc2N)nc2ccccc21,-26%,-11%,7%,-15%,-13%,-8%,-1%,-60%[inhibitor][10 µM]
COc1ccc(CNC(=O)Nc2ccc3c(c2)N(C)C(=O)CS3)cc1,?,-3%,/,?,6%,-3%,-8%,-24%
Cc1nc2c3cccnc3nn2c(C)c1CCC(=O)NCc1ccccc1,-1%,/,/,-1%,1%,-4%,-1%,/
Cc1ccc(C(=O)NCCSC(C)(C)C)cc1[N+](=O)[O-],-2%,i,-7%,0%,-6%,3%,9%,9%[0.074 µM]
CCCNC(=O)c1sc2c(c1C(=O)Nc1ccccn1)CCCC2,-14%,-10%,-3%,-7%,1%,-2%,-4%,10%[10 µM]
CCc1cc2ccc(C)cc2nc1SCC(=O)Nc1cc(OC)c(OC)cc1C(=O)O,-17%,-16%,2%,?,-2%,0%,-1%,16%[10 µM]
C/C(=N/N=C1/NC(=O)CC(C(=O)O)S1)c1ccccc1 (centres undefined),-2%,7%,13%,-6%,7%,-1%,-6%,-6%[10 µM]
O=C(NC(=S)N1CCN(c2ccc([N+](=O)[O-])cc2)CC1)c1ccccc1Cl,-15%,i,8%,?,-6%,-2%,3%,22%[10 µM]
CCC(C)(C)NC(=O)Cn1c(-c2ccc(C)cc2)noc1=O,-6%,i,/,-1%,6%,-2%,-4%,-5%[10 µM]
CCOc1ccccc1NC(=O)CCNC(=O)c1ccc(Cl)cc1,-13%,-5%,/,-10%,-1%,-1%,4%,-4%
Cn1nnnc1SCc1ccc(F)cc1,0%,-7%,-5%,1%,-5%,-1%,9%,-1%
CCOC(=O)Cn1nc(-c2ccc(Cl)cc2)cc1N,-13%,0%,-3%,-18%,-8%,-3%,-3%,1%
CCOC(=O)c1sc(=NC(=O)c2ccc(C)c(C)c2)n(C)c1C,-4%,0%,/,-10%,-4%,-1%,-1%,-25%
Cc1c(/C(O)=C2/C(=O)C(=O)N(CCN(C)C)C2c2ccc(C(C)C)cc2)cnn1-c1ccccc1 (centres undefined),-16%,-2%,3%,-15%,-7%,-1%,-1%,28%[10 µM]
COc1ccc(-c2cc3ccc(O)c(CN4CCCC4)c3oc2=O)cc1,-12%,/,/,?,2%,0%,-10%,/
Cc1cc(C(=O)NCCCN(C)C)c2ccccc2n1,1%,-6%,12%,0%,-3%,-1%,-10%,-16%
C=CCSc1ncnc2c1oc1nc3c(cc12)COC(C)(C)C3,-16%,i,4%,-9%,0%,-2%,1%,20%[10 µM]
CCc1nc2ccccc2c(C(=O)OCC(=O)C(C)(C)C)c1C,-10%,i,/,-13%,0%,0%,8%,-42%[inhibitor]
COC(=O)c1ccc(C2c3c(-c4ccc(Br)cc4)n[nH]c3C(=O)N2c2ccc(Cl)cc2)cc1 (centres undefined),-21%,/,/,-3%,?,-1%,-5%,/
O=C(CC1Nc2ccccc2NC1=O)NCc1cccnc1 (centres undefined),-6%,11%,1%,-16%,-4%,-2%,-1%,-4%
COc1ccc(CCNS(=O)(=O)c2ccc3c(c2)CCN3C(=O)CCC(=O)O)cc1OC,-3%,-11%,-2%[11.4 µM],-8%,3%,1%,-6%,0%
CCN(CC)S(=O)(=O)c1ccc(C(=O)NCC(c2ccc(OC)cc2)N2CCOCC2)cc1 (centres undefined),3%,i,-17%,0%,-4%,0%,-10%,-35%[inhibitor]
Cc1ccccc1CNC(=O)C(=O)NCC(c1ccco1)S(=O)(=O)c1ccc(F)cc1 (centres undefined),-7%,/,/,-13%,1%,-1%,4%,/
Cc1nnc(SCC(=O)Nc2sccc2C(N)=O)n1Cc1ccccc1,-1%,-3%,-3%,-10%,2%,3%,-20%,-41%
CCCc1cc(=O)[nH]c(SCc2cccnc2)n1,4%,i,34%[activator],0%,15%,-6%,-8%,-15%[10 µM]
Cc1ccc(-c2c(C#N)c(N)nc3c2CCCC3)o1,-8%,-2%,?,-7%,-2%,-2%,-4%,16%[10 µM]
O=C(O)CNC(=S)NCc1ccccc1,-1%,i,5%,-1%,-5%,-2%,-1%,-8%
OCCNCc1ccc(-c2ccccc2)cc1,0%,1%,9%,5%,10%,2%,1%,6%[10 µM]
C=C(C)c1cccc(C(C)(C)NC(=O)Nc2nncs2)c1,-14%,-6%,0%,-6%,-4%,0%,-6%,-2%[10 µM]

Only part of the results is shown; rates above refer to the full screens.
